TrxR1 substrate: qHTS Assay for Substrates of Mammalian Selenoprotein Thioredoxin Reductase 1 (TrxR1): qHTS | Thioredoxin reductase 1, cytoplasmic (Rattus norvegicus), O89049 | purified TrxR1 substrate turnover, NADPH consumption readout | Potency, µM (series often up to 114 µM), for inactives: at the highest dose activity change, negative = substrate turnover | hit rate 0.01% among 390,000; note: potency is the fitted concentration of half-maximal effect; % is set by controls: 0 for no effect and ±100 for the full control effect; nearly all actives have a fitted effect of over 50% in size
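Rat TrxR1, dispensed at 90 nM, was prereduced with 400 uM NADPH (final) for 5 min at ~22 deg C, then incubated with compound 15 min before 400 uM selenite. A first-read NADPH fluorescence drop versus no-compound background flagged substrates.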
HP1b chromo inh: HTS for Inhibitors of HP1-beta Chromodomain Interactions with Methylated Histone Tails | Chromobox protein homolog 1 (Homo sapiens), P83916 | AlphaScreen HP1-beta / biotin-H3K9me3 peptide binding | Potency, µM (series often up to 114 µM), inactives show at the top dose activity change, negative = inhibition, hits mostly inhibitors | hit rate 0.56% among 390,000 | AID 540317, 2011; note: potency is the fitted concentration of half-maximal effect; nearly all actives have a fitted effect of over 70% in size; inactives centre near 23
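AlphaScreen: HP1-beta (50 nM) preformed 30 min with biotin-H3(1-18)K9me3 peptide (50 nM) in PBS pH 7.4, 0.01% Tween-20. Compound added for 30 min at RT, then streptavidin donor/nickel chelate acceptor beads (10 ug/mL) for 30 min.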
IDH1 R132H inh: qHTS for Inhibitors of mutant isocitrate dehydrogenase 1 (IDH1): qHTS; IDH1-R132H enzyme, NADPH consumption, diaphorase/resazurin fluorescence; Potency, µM (titrated, usually from 76.6 µM), without a hit: top-dose activity change, negative = inhibition, actives largely listed as inhibitors; hit rate 0.093% among 390,000; AID 602179, 2012; note: potency is the fitted concentration of half-maximal effect; % is set by controls: 0 for no effect and ±100 for the full control effect; nearly all actives have a fitted effect of over 65% in size
Target sequence (O75874 whole entry R132H, stated change not applied): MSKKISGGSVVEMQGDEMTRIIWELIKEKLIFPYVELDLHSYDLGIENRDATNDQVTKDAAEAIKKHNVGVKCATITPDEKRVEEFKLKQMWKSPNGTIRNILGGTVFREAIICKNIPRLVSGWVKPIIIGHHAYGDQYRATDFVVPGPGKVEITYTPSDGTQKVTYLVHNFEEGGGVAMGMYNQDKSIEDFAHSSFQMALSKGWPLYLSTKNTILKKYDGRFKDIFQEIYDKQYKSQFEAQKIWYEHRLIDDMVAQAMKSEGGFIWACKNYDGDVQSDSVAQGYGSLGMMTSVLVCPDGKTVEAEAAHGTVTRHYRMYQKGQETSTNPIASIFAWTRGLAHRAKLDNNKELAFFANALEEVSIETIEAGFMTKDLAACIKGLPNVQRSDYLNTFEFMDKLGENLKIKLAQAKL
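IDH1-R132H (0.5 ug/mL) preincubated 30 min with compound, then NADPH (0.016 mM) and alpha-KG (2 mM) added; 80 min at RT, pH 7.5. Remaining NADPH coupled via diaphorase/resazurin to fluorescence (540/590 nm); concentration-response curves normalized to no-enzyme control.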
Tb PGK inh: qHTS Assay to Find Inhibitors of Phosphoglycerate Kinase | PGK/GAPDH coupled, Kinase-Glo luminescence, 60 min | hit rate 0.043% among 380,000 | Phosphoglycerate kinase, glycosomal (Trypanosoma brucei brucei), P07378 | Potency, µM (series often up to 57.5 µM), without a hit: at the top dose activity change, negative = inhibition, hits mostly inhibitors; note: potency is the fitted concentration of half-maximal effect; % is set by controls: 0 for no effect and ±100 for the full control effect; nearly all actives have a fitted effect of over 60% in size
Target sequence (P07378 whole entry, looked up): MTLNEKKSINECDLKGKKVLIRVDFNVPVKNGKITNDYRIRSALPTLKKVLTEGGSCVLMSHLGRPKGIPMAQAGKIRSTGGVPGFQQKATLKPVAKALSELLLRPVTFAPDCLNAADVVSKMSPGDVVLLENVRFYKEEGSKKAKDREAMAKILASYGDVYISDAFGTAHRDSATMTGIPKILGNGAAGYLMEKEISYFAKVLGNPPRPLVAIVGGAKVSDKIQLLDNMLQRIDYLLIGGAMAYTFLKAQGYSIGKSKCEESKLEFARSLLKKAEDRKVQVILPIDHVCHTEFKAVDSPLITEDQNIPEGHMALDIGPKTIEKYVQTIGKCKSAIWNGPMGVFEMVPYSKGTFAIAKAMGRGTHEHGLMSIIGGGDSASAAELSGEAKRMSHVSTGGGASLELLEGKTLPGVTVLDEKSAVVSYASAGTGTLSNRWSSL
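Recombinant glycosomal PGK reaction used 1,3-bisphosphoglycerate generated in-well by GAPDH (100nM final) in 100mM TEA pH 7.6, 5mM MgCl2, 0.01% Tween-20. After 60 minutes at room temperature, ATP was read by Kinase-Glo Plus luminescence end-point.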
USP1 inh: Inhibitors of USP1/UAF1: Primary Screen; Ubiquitin carboxyl-terminal hydrolase 1 (Homo sapiens), O94782; recombinant USP1/UAF1, Ub-Rhodamine cleavage fluorescence; Potency, µM (top dose mostly 57.1 µM), for inactives: at the top dose activity change, negative = inhibition, hits mostly inhibitors; hit rate 0.23% among 390,000; note: potency is the fitted concentration of half-maximal effect; % is set by controls: 0 for no effect and ±100 for the full control effect; nearly all actives have a fitted effect of over 60% in size; inactives centre near -12
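USP1/UAF1 complex (1 nM) preincubated 15 min at room temperature with compound, then Ub-Rho substrate (150 nM final) added. Kinetic fluorescence at 480/540 nm over 6 reads at 60 s intervals; 50 mM HEPES pH 7.8, 0.5 mM EDTA, 0.1 mg/ml BSA, 1 mM TCEP, 0.01% Tween-20.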
rTrxR1 inhibitor: qHTS Assay for Inhibitors of Mammalian Selenoprotein Thioredoxin Reductase 1 (TrxR1): qHTS | hit rate 1% among 390,000 | Thioredoxin reductase 1, cytoplasmic (Rattus norvegicus), O89049 | Potency, µM (highest dose often 114 µM), for the others: at the top dose activity change, negative = inhibition, most hits filed as inhibitors | recombinant rTrxR1, NADPH fluorescence consumption, selenite substrate; note: potency is the fitted concentration of half-maximal effect; % is set by controls: 0 for no effect and ±100 for the full control effect; nearly all actives have a fitted effect of over 65% in size
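Rat TrxR1 (90 nM in the dispensed reagent) was pre-reduced with 400 uM NADPH for 5 min at room temperature, then incubated with compound for 15 min. After 400 uM selenite was added, NADPH fluorescence (Ex 340/Em 450 nm) was followed for 8 min.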
GLS inhibitor: qHTS for Inhibitors of Glutaminase (GLS). Glutaminase kidney isoform, mitochondrial (Homo sapiens), O94925. GLS enzymatic activity, qHTS titration. Potency, µM (highest dose often 45.5 µM), inactives show top-dose activity change, negative = inhibition, most hits filed as inhibitors. hit rate 0.21% among 410,000; note: potency is the fitted concentration of half-maximal effect; % is set by controls: 0 for no effect and ±100 for the full control effect
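hKGA; 45 mM KH2PO4 pH 8.2 + 0.02% Tween-20; cpd via pin tool; 1 mM Gln soln; GluOx/HRP/Amplex Red; RT 30 min; fluor. t0 & final.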
Pin1 inh: qHTS Assay to Find Inhibitors of Pin1. Potency, µM (titrated, usually from 115 µM), inactives show at the highest dose activity, negative = inhibition, most hits filed as inhibitors. AID 504891, 2011. hit rate 0.009% among 390,000. Pin1 FP peptide displacement, HiFluor488, 10 min; active = well fitted inhibition curve with a large enough effect in the polarisation, with a control signal flat, not every such curve was filed as active; inconclusive = small, poorly fitted or top-dose-only effect, or effect the other way, or a change in a side signal; inactive = no such curve, though single readings can be large or run the other way; the % refers to the polarisation; note: potency is the fitted concentration of half-maximal effect; % is set by controls: 0 for no effect and ±100 for the full control effect
Target sequence (Q13526 whole entry, looked up): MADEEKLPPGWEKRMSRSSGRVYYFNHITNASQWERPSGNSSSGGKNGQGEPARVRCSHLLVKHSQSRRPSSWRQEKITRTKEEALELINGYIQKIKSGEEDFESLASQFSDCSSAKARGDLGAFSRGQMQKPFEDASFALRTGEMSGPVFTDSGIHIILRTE
PI4K2A inh: qHTS for small molecular inhibitors of PI4K2A; hit rate 0.13% among 420,000; activity change, negative = inhibition, % at 76.9 µM; purified PI4K2A, ADP-Glo luminescence, 1 h; stronger effect = lower value; Phosphatidylinositol 4-kinase type 2-alpha (Homo sapiens), Q9BTU6; in the data active = activity change below about -50%; inconclusive = mostly about -30% to -49%;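 note: -100% = wells without enzyme as full effect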
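ADP-Glo luminescence measured ADP generated by PI4K2A enzyme (4 ug/mL before mixing) with 1.2 mM PI substrate (pre-mix) and 300 microM ATP (pre-mix). Tris pH7.5 buffer with MgCl2, Triton X-100; 1 h reaction at ambient temperature.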
* marks the source's active call; other numbers are inactive results; i = inactive; ? = inconclusive; [ ] = another dose, or the depositor's remark. Unless noted, calls come from the whole dose curve; as a rule, active = well fitted curve in the direction sought with a large enough effect; inconclusive = small, poorly fitted or top-dose-only effect, or another doubt; inactive = no such curve, though single readings can be large; an effect the other way counts as inactive or inconclusive. A portion of the library; rates above refer to the full screens.

Order of values: Tb PGK inh | PI4K2A inh | GLS inhibitor | TrxR1 substrate | USP1 inh | HP1b chromo inh | Pin1 inh | IDH1 R132H inh | rTrxR1 inhibitor
COc1ccc(-n2ncc(C(=O)N3CCN(c4cc(C)ccc4C)CC3)c2C2CCN(C(=O)OC(C)(C)C)CC2)cc1
 : -7% | 2 | -4% | 1% | -23% | -11% | -2% | -6% | 18%
Nc1nonc1-c1nc2ccccc2n1Cc1ccc(F)cc1
 : -7% | 0 | 1% | -10% | -27% | 28% | 17% | 2% | -8%
Cc1cc(C)cc(NC(=O)CCN2CC(C)OC(C)C2)c1 (stereo unspecified)
 : -1% | -2 | -3% | 7%[57.1 µM] | -3% | 45%[activator] | 3% | 2% | 6%[57.1 µM]
CN1C(=O)C(C)(C)c2cc(S(=O)(=O)N3CCN(c4ccccc4F)CC3)ccc21
 : -5% | -2 | 4% | 11%[57.1 µM] | -7% | 30% | 0% | 8% | 8%[57.1 µM]
c1ccc(-c2cncnc2)nc1
 : 6% | -2 | 0% | 2% | 4% | 38% | -1% | -10% | 12%
Cc1cc(NC(=O)CSc2nc(-c3ccccc3Cl)nc3c2c(=O)n(C)c(=O)n3C)no1
 : i | -2 | -3% | 0% | -13% | 25% | 0% | 13% | 19%
O=C(O)CCc1ccc(-c2ccc(Br)cc2)n1-c1ccc(O)cc1
 : -4% | -6 | 39%[activator] | 8%[57.1 µM] | -6% | ? | -5% | -3% | ?
COC(=O)c1ccc(NC(=O)CN2C(=O)CCc3cc(S(=O)(=O)N4CCCCC4)ccc32)cc1
 : 8% | 1 | 2% | 5%[57.1 µM] | -1% | 23% | 4% | 1% | 8%[57.1 µM]
O=C(Cc1c(O)c2ccccc2[nH]c1=O)NCc1ccccc1
 : -6% | 2 | 3% | 20% | -7% | 51%[activator] | 1% | 7% | 13%
O=S(=O)(Cc1ccccc1)N1CCCC(c2nc(-c3ccc(F)cc3)no2)C1 (stereo unspecified)
 : i | -6 | -1% | 2% | -6% | 23% | -2% | 10% | 19%
CCC(C)(C)C1CCc2[nH]nc(C(=O)NCc3ccc(Cl)cc3)c2C1 (stereo unspecified)
 : 4% | 1 | 1% | 1% | -22% | 33% | -3% | -12% | 22%
O=C(O)c1cccc(N2C(=O)CSC2c2ccccc2)c1 (stereo unspecified)
 : -2% | -3 | -10% | 2% | -12% | 19% | -8% | -2% | 9%
O=C(CNC(=O)c1cccs1)NCC(=O)OCC(=O)c1ccc([N+](=O)[O-])cc1
 : i | -3 | 10% | -13%[57.1 µM] | -27% | -2% | 3% | 5% | 19%[57.1 µM]
CCOc1ccccc1Nc1ncnc2ccc(Br)cc12
 : 5% | -1 | 7% | 13% | -29% | 24% | 0% | -3% | 8%
Cc1ccc(S(=O)(=O)N2CCC(=O)N(C(CO)C(C)C)CC2)cc1 (stereo unspecified)
 : -2% | 0 | 1% | 9%[57.1 µM] | -18% | 26% | 3% | -4% | 43%

No new results follow: an excerpt of the list.
Order of values: Tb PGK inh | PI4K2A inh | GLS inhibitor | TrxR1 substrate | USP1 inh | HP1b chromo inh | Pin1 inh | IDH1 R132H inh | rTrxR1 inhibitor
COc1ccc(-n2ncc(C(=O)N3CCN(c4cc(C)ccc4C)CC3)c2C2CCN(C(=O)OC(C)(C)C)CC2)cc1
 : -7% | 2 | -4% | 1% | -23% | -11% | -2% | -6% | 18%
Nc1nonc1-c1nc2ccccc2n1Cc1ccc(F)cc1
 : -7% | 0 | 1% | -10% | -27% | 28% | 17% | 2% | -8%
Cc1cc(C)cc(NC(=O)CCN2CC(C)OC(C)C2)c1 (stereo unspecified)
 : -1% | -2 | -3% | 7%[57.1 µM] | -3% | 45%[activator] | 3% | 2% | 6%[57.1 µM]

Later entries.
Order of values: Tb PGK inh | PI4K2A inh | GLS inhibitor | TrxR1 substrate | USP1 inh | HP1b chromo inh | Pin1 inh | IDH1 R132H inh | rTrxR1 inhibitor
Cc1cc(Nc2ccc(Br)cc2)n2nc(C)nc2n1
 : -6% | 4 | -7% | 4%[57.1 µM] | -6% | 55%[activator] | 3% | -3% | 9%
Cc1cc(C(=O)Nc2ccc(Cl)cc2)c(C)n1Cc1cccs1
 : i | -9 | -6% | 10%[57.1 µM] | -25% | -11% | 27% | 11% | 27%[57.1 µM]
CC(C)(C)NC(=O)N1CCC(CO)(Cc2ccccc2Cl)CC1
 : -1% | 2 | -4% | -14% | -10% | 27% | ? | -1% | 19%[57.1 µM]
CCCc1ccc(OCc2ccc(C(=O)NN)o2)c(OC)c1
 : 8% | 5 | 47%[activator] | -5% | -17% | 45%[activator] | -1% | -22% | -4%
CNC(=O)C1CC(=O)N(CCc2ccc(C)cc2)C1 (stereo unspecified)
 : i | 1 | 1% | 7% | -9% | 28% | -3% | 9% | 11%
Cc1ccc(Cc2cnc(NC(=O)C3CCCO3)s2)cc1 (stereo unspecified)
 : -8% | -2 | -5% | -16% | -2% | 27% | -2% | 4% | 22%[57.1 µM]
CCN(CC)S(=O)(=O)c1cccc(-c2nnc(SCCOc3ccc(Cl)cc3)o2)c1
 : -3% | 6 | -8% | 9%[57.1 µM] | -21% | 64% | 12% | 0% | 32%[57.1 µM]
C/C(CC(=O)Nc1ccccc1C)=N\NC(=O)Cc1csc(N)n1
 : -7% | 1 | 36%[activator] | 2%[57.1 µM] | -12% | 36%[activator] | 0% | 4% | -13%[57.1 µM]
CCN(CC)S(=O)(=O)c1ccc(C(=O)Nc2nc3c(Cl)cc(Cl)cc3s2)cc1
 : -9% | -1 | 4% | 6%[57.1 µM] | -32% | 49%[activator][57 µM] | 7% | 10% | 13%[57.1 µM]
O=C(COC(=O)CCC(=O)c1ccc2c(c1)OCCO2)NCc1ccc2c(c1)OCO2
 : 12% | -3 | -11% | -2% | -11% | 52%[activator] | 1% | 3% | 1%
Cc1sc2nc(CN3CCCC3)nc(N3CCN(S(=O)(=O)c4cccs4)CC3)c2c1C
 : i | 1 | 22% | 3% | -3% | -13% | 48%[activator] | 5% | 12%
O=C(Nc1nnc(-c2ccc(F)cc2)s1)C1CCN(S(=O)(=O)c2ccc(Cl)cc2)CC1
 : i | -2 | -2% | -3% | -17% | 37% | 1% | 4% | 9%
Cc1cccc(S(=O)(=O)NCC2CCCO2)c1 (stereo unspecified)
 : 6% | 11 | 13% | 4% | -11% | 37% | 1% | 2% | 14%
Cn1c(=O)c2c(nc(NCCCO)n2C/C=C/c2ccccc2)n(C)c1=O
 : -4% | 4 | -1% | 5% | -15% | 12% | 13% | 13% | 9%[57.1 µM]
CCCNS(=O)(=O)c1ccc(C(=O)NCC2CCCO2)cc1 (stereo unspecified)
 : i | -8 | 6% | 13% | ? | 11% | -4% | 5% | 13%
O=C(OCc1ccccc1)N1CCC2CC1c1cc(N3CCOCC3)ccc12 (stereo unspecified)
 : 2% | 0 | 15% | -4% | -17% | -13% | 3% | -4%[38.3 µM] | 1%
CC1(C)Cc2ccccc2-c2nnc(SCC(=O)Nc3nc4ccccc4s3)n21
 : i | -4 | -8% | -7% | -21% | 20% | 36%[activator] | -1% | 12%
Cc1ccc(C)c(OCc2cc(C(=O)N3CCN(c4cnccn4)CC3)no2)c1
 : i | 0 | 6% | 10% | -20% | -2% | 0% | 3% | 1%
Cn1cccc1C(=O)C(=O)Nc1ccc(Cl)cc1
 : -19% | -22 | -17% | -6% | -18% | -2% | -2% | -1% | 9%[57.1 µM]
Cc1cccc2cc(COC(=O)C3CCCCC3)c(=O)[nH]c12
 : -3% | -9 | -8% | 5% | -18% | 25% | 3% | 2% | 12%
Cc1cccc(CSc2nnc(N)n2-c2ccccc2)c1
 : 2% | -2 | 0% | 0% | -15% | 9% | 3% | 0% | 2%
C/C(=N\Nc1ccccn1)c1ccc2c(c1)OCO2
 : -3% | 0 | -6% | 2%[57.1 µM] | -12% | -7% | 2% | 5% | 12%[57.1 µM]
COc1ccc(N2CCN(S(=O)(=O)Cc3ccccc3)CC2)cc1
 : 2% | 5 | 9% | 8% | -13% | 20% | -11% | 5% | 34%
Cc1cc(=O)n(Cc2ccc(OC(C)C)cc2)c(=S)[nH]1
 : 2% | 0 | 7% | -5% | -3% | 29% | 6% | -4% | 6%
COc1ccccc1NC(=O)C(=O)NCC1CCCN1S(=O)(=O)c1cccs1 (stereo unspecified)
 : 4% | -3 | 6% | -9% | -23% | 12% | 3% | 1% | -3%
COC(=O)c1c(C)[nH]c(C(=O)COC(=O)c2c(C)noc2C)c1C
 : -1% | 3 | -5% | 0% | -11% | 24% | 1% | -5% | 21%

Bioassay records as filed in PubChem.
